Assay outcomes deposited in PubChem by several laboratories.
NPY-Y2 PAM-ag: potentiates or activates human NPY-Y2 receptor | cells expressing NPY-Y2, potentiator/agonist read-out | activation, % at 3.6 µM | 0.45% of 220,000 active; in the data active = activation above about 27%;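 also: cells stimulated with NPY near EC25 plus isoproterenol at EC100; 0% = vehicle plus submaximal agonist and 100% = vehicle plus saturating agonist; some results beyond the cut were filed as inactive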
Target sequence (P49146 whole entry, looked up): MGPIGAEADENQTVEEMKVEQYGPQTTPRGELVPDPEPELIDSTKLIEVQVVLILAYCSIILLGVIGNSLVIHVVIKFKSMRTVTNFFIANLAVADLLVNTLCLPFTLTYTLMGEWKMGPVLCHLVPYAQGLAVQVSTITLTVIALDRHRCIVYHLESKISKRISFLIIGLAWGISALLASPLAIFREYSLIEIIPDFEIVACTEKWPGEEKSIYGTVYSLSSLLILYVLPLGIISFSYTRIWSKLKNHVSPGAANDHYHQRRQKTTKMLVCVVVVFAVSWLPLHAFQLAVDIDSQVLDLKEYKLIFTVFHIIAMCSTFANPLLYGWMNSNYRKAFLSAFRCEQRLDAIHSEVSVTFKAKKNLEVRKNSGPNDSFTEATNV
S1P4 agonist: activates the human S1P4 receptor; O95977; S1P4-expressing cell line, agonist reporter assay; activation, % at 4.98 µM; 0.35% of 220,000 active; AID 1509; in the data active = activation above about 11%;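 also: 0% = DMSO vehicle and 100% = reference agonist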
CHOP inh: blocks CHOP induction under ER stress; 3.8% of 220,000 active; inhibition, % at 10 µM; CHO-K1 CHOP-promoter luciferase, tunicamycin-induced, 15-18 h; AID 2732;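 active = compounds that reduced the stress-induced luciferase reporter signal by more than about 70% of percent inhibition, limit read from the data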;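 also: 0% = tunicamycin plus vehicle and 100% = wells without tunicamycin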
S1P4 antag: blocks the human S1P4 receptor. O95977. S1P4-expressing cells, antagonist mode, reporter read-out. inhibition, % at 4.98 µM. 0.26% of 220,000 active. AID 1510; in the data active = inhibition above about 29%;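 also: 0% = wells stimulated with agonist and 100% = vehicle wells without agonist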
p47phox inh: blocks human p47phox regulatory protein of NADPH oxidases | p47phox/p22phox peptide binding, fluorescence polarization, 2 h | inhibition, % at 24.7 µM | 0.53% of 220,000 active;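 active = inhibition above about 30%, limit read from the data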;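 also: 0% = p47phox with labelled peptide and 100% = labelled peptide alone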
BaF3 tox: counter-screen for JAK2V617F inhibitors: parental Ba/F3 viability inhibitors. 1.1% of 220,000 active. CellTiter-Glo ATP luminescence. inhibition, % at 5.6 µM;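 active = inhibition above a per-campaign cutoff, the mean inhibition of all tested compounds plus 3 SD, cut at about 27% in these data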;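 also: 0% = DMSO wells and 100% = JAK Inhibitor I control wells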
NPY1 pot ag: human NPY-Y1 potentiation or agonism, primary screen; NPY-Y1 expressing cells, potentiator/agonist activation; P25929; AID 1304; 0.37% of 220,000 active; activation, % at 3.6 µM; in the data active = activation above about 33%, passing the limit was not always enough;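 also: cells stimulated with NPY at EC10 then isoproterenol at EC100; 0% = low agonist plus stimulus and 100% = saturating agonist plus stimulus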
Target sequence (P25929 whole entry, looked up): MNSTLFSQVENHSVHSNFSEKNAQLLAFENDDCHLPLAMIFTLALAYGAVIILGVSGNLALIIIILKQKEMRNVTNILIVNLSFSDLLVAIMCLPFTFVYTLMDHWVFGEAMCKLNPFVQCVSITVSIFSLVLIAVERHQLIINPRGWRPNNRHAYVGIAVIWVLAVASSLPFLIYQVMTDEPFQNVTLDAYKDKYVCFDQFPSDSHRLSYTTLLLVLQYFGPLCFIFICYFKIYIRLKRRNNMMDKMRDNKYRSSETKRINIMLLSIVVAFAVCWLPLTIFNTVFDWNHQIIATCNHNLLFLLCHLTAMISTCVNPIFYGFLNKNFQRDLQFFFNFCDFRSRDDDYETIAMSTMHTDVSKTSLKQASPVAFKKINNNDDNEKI
Ba/F3 V617F tox: loss of viability in JAK2V617F-driven Ba/F3 cells; Ba/F3 EpoR-JAK2V617F viability, ATP luminescence; inhibition, % at 5.6 µM; 1.1% of 220,000 active;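 active = inhibition above the campaign mean plus 3 SD over all tested compounds, cut at about 24% in these data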;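 also: cytokine-independent growth of Ba/F3 cells driven by EpoR plus mutant JAK2; 0% = DMSO-treated cells and 100% = JAK inhibitor I control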
NPY-Y1 antag: antagonists of human neuropeptide Y receptor Y1; HEK293-CNG Y1 cells, membrane potential fluorescence; NPY at EC95, then isoproterenol; inhibition, % at 3.6 µM; 1% of 200,000 active; AID 1040;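 active = inhibition above the campaign mean inhibition of all tested compounds plus 3 SD, cut at about 20% in these data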;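 also: 0% = DMSO wells given NPY plus isoproterenol and 100% = isoproterenol alone without NPY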
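Material: HEK293 Y1/CNG channel cell line; also added: NPY (25 nM), isoproterenol (1 µM), Ro 20-1724 (25 µM); doses: one concentration, 3.6 µM, in 0.4% DMSO; schedule: compound incubation 1 h at room temperature, readout 45 min post-stimulation; technique: membrane potential fluorescence; measure: fluorescence ratio normalized to % inhibition between controls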
The depositor's hits bear a star; · = not tested or not shown.

SMILES	NPY-Y2 PAM-ag	S1P4 agonist	CHOP inh	S1P4 antag	p47phox inh	BaF3 tox	NPY1 pot ag	Ba/F3 V617F tox	NPY-Y1 antag
CCOC(=O)N/N=C/C(Cl)=C/c1ccccc1	-10	1.6	-25	-8	0	2	1	3	2
CN1C(=S)SC(/[N+]([O-])=C\c2ccc(Cl)cc2)C1(C)C (stereo not given)	2	-0.6	1	-25	-1	5	16	0	0
COCC(=O)NNC(=O)Cc1ccc(Cl)cc1	10	-0.6	8	0	-11	4	18	-1	2
COc1cccc(C2(O)CCN(C(=O)C(C)C)CC2)c1	-3	-2.6	-11	5	8	5	10	-3	·
O=C(COC(=O)Cc1ccc(Cl)cc1)Nc1ccc(OC(F)F)cc1	4	-0.3	-7	-3	-3	3	-29	2	0
Cc1c(C(=O)C(=O)N2c3ccccc3CC2C)c2ccccc2n1C (stereo not given)	-1	1.2	12	-14	41*	8	4	3	-6
COc1ccccc1N1CCN(C(c2ccc(Cl)cc2)c2nnnn2C(C)(C)C)CC1 (stereo not given)	-10	-3.8	38	12	-9	4	-17	-1	-3
O=C(COC(=O)/C=C/c1ccc(Cl)cc1)NCCN1C(=O)CSC1=O	-10	-1.6	7	-17	1	4	-12	-2	5
COc1cc(C2OCC3C(c4ccc(OC5OC(CO)C(O)C(O)C5O)c(OC)c4)OCC23)ccc1O (stereo not given)	11	0.7	6	-13	-5	-4	13	-3	2
COc1ccc(/C=C/C(=O)OCc2cc(=O)n3c(n2)sc2ccccc23)cc1	-2	0.5	-16	8	-92	3	-1	-5	-2
CC(C)(C)Cc1nnc(NS(=O)(=O)Cc2ccccc2)s1	1	-2.3	5	-3	-6	7	14	-3	-10
Cc1cccc(C)c1-n1nnnc1C1(Nc2ccccc2)CCCCC1	-4	-1.2	51	14	0	8	0	6	8
CSCCC(NS(=O)(=O)c1ccc(Cl)cc1)C(=O)OCC(=O)N1CCOCC1 (stereo not given)	7	-0.3	-38	0	-49	2	8	-1	1
Cn1cccc1Cc1nnc(SCC(N)=O)n1-c1ccc(F)cc1	4	1.2	15	-3	-6	1	16	-3	8
CN(C)S(=O)(=O)c1ccc(NC(=O)CSc2nnnn2C)cc1	-16	0.0	7	1	-9	-4	-6	4	·
CN(C)CCCN(C(=O)c1sc2ccccc2c1Cl)c1nc2ccc(F)cc2s1	-7	1.7	59	-19	-1	6	-19	-2	8
O=C(CN1C(=O)c2cccc3cccc1c23)Nc1ccc(S(=O)(=O)N2CCOCC2)cc1	9	-3.5	-26	5	-19	5	-26	-3	-3
O=C(CNC(=O)COc1ccccc1)NCCc1ccccn1	0	0.5	3	-3	-2	5	3	0	-5
CC(C)COC(=O)C(C#N)c1nc2ccccc2nc1N1CCN(Cc2ccccc2)CC1 (stereo not given)	-22	-0.7	18	5	-17	0	4	-3	0
c1ccc(-c2ccccc2OCCCN2CCCCCC2)cc1	-10	1.5	11	4	-9	13	-15	3	26*
Nc1nnc(SCC(=O)NC2CCCCC2)n1-c1ccccc1	3	3.8	2	-5	-16	2	5	-5	2
COc1nc(NCCO)nc(Nc2ccc([N+](=O)[O-])cc2)n1	12	2.4	17	-6	-7	6	7	3	-5
O=C(NCc1cccnc1)c1ccc(COc2ccccc2Cl)cc1	2	-0.8	34	6	-16	3	-7	-1	-1
Cc1ccc(N2CN=c3s/c(=C\c4ccccn4)c(=O)n3C2)cc1	14	1.5	22	7	-13	5	-28	-2	3
CC(C(=O)NCC1CCCO1)N1C(=O)C2C3CC(C(Br)C3Br)C2C1=O (stereo not given)	-4	-1.0	-13	-11	-12	-1	-7	0	·
COc1cccc(NC(=S)N2CCc3cc(OC)c(OC)cc3C2COc2ccc3c(C)cc(=O)oc3c2)c1 (stereo not given)	-13	-1.6	19	-4	-7	6	-19	5	4
NC(=O)C(=CNc1nc(-c2ccc(Cl)c(Cl)c2)cs1)C(N)=O	15	-0.9	4	-29	12	0	21	-6	·
Cc1cc2nc[nH]c2cc1[N+](=O)[O-]	13	0.6	19	-13	0	3	-4	-2	-2
COc1ccc(C=NCC2OCCc3ccccc32)cc1OC (stereo not given)	1	1.2	24	-31	-13	2	-2	0	1
O=c1[nH]c2cc3c(cc2cc1C(c1nnnn1Cc1ccccc1)N1CCN2CCCC2C1)OCCO3 (stereo not given)	4	-0.2	0	-18	-27	9	-9	2	1
C/C(=N\NC(=O)C1(C)CC1(Br)Br)c1cccc(NC(=O)C(C)(C)C)c1 (stereo not given)	-5	1.0	-12	-16	-15	5	-7	0	2
COc1cc(/C=C/C(=O)c2ccc(Cl)s2)cc(OC)c1O	3	0.2	18	15	-49	4	-5	3	-6
O=C(Nn1c(C2CCCCC2)nc2ccccc2c1=O)c1ccc(Cl)c([N+](=O)[O-])c1	0	1.4	43	-8	-4	6	4	1	1
CCn1cc(C(=S)N2CCC(C(N)=O)CC2)c2ccccc21	-4	-0.7	-2	-23	-2	5	-6	5	0
COc1ccc(-c2nc3ccccc3n2OCC(=O)O)cc1	-17	-0.1	-19	-3	20	10	14	7	2
Cc1ccc2c(c1)N(CC(=O)NCC1CCCO1)C(=O)C(C)O2 (stereo not given)	-14	2.3	-6	-13	-3	0	36	-3	4

Sorted by the number under p47phox inh (low to high): some entries from above.
SMILES	p47phox inh
C/C(=N\NC(=O)C1(C)CC1(Br)Br)c1cccc(NC(=O)C(C)(C)C)c1 (stereo not given)	-15
CC(C(=O)NCC1CCCO1)N1C(=O)C2C3CC(C(Br)C3Br)C2C1=O (stereo not given)	-12
Cc1cc2nc[nH]c2cc1[N+](=O)[O-]	0
NC(=O)C(=CNc1nc(-c2ccc(Cl)c(Cl)c2)cs1)C(N)=O	12

(cont.)
SMILES	NPY-Y2 PAM-ag	S1P4 agonist	CHOP inh	S1P4 antag	p47phox inh	BaF3 tox	NPY1 pot ag	Ba/F3 V617F tox	NPY-Y1 antag
Cc1ccc(C[n+]2cc(-c3ccc(Cl)cc3)n3c2CCC3)cc1	1	1.1	-15	3	-5	72*	-15	76*	·
CC(=O)c1cc(-c2ccccc2)n(CCC(=O)NC2CCC(C)CC2)c1C (stereo not given)	0	0.3	25	0	-7	2	-10	-5	1
CC1(C)CC(=O)C(/C=N/n2c(C(F)(F)F)nc3ccccc3c2=O)=C(O)C1	0	-3.5	16	6	0	5	-1	-1	0
OC(CN1C2=NCCN2c2ccccc21)c1ccc2c(c1)OCO2 (stereo not given)	-6	0.1	6	-8	-3	1	-12	12	-3
Cc1ccc(C(=O)N2CCOCC2)c(F)c1F	-3	2.6	7	-9	-3	90*	10	3	2
Cc1cc(NC(=O)c2ccc(F)cc2)n(CCOC(=O)c2ccc(F)cc2)n1	3	1.1	23	-22	7	3	-2	-2	3
Cc1ccc(N/C=C2/Sc3ccccc3NC2=O)cc1	9	0.1	-15	-17	-12	1	10	-1	-3
Cc1cc2ncn(/N=C/c3cccnc3)c2cc1C	-12	-0.8	13	2	-12	3	10	0	1
CCOc1cc(N2CCOCC2)c(OCC)cc1NC(=O)COc1cccc2cccnc12	15	-0.1	·	-7	5	3	-7	10	-5
O=C(O)C(Oc1ccc2c(-c3ccccc3)cc(=O)oc2c1)c1ccccc1 (stereo not given)	-15	0.9	4	-3	5	6	-10	1	·
Cc1cc(N/C=C/C(=O)c2cccc3ccccc23)no1	-5	0.2	17	-4	-12	2	-18	0	6
COc1ccc(C2c3c(ncn(CCN4CCOCC4)c3=N)Oc3ccc4ccccc4c32)cc1OC (stereo not given)	-8	-2.0	-2	-2	-2	14	33	9	-1

2 of the compounds above, as comma-separated lines.
compound,NPY-Y2 PAM-ag,S1P4 agonist,CHOP inh,S1P4 antag,p47phox inh,BaF3 tox,NPY1 pot ag,Ba/F3 V617F tox,NPY-Y1 antag
O=C(COC(=O)/C=C/c1ccc(Cl)cc1)NCCN1C(=O)CSC1=O,-10,-1.6,7,-17,1,4,-12,-2,5
COc1cc(C2OCC3C(c4ccc(OC5OC(CO)C(O)C(O)C5O)c(OC)c4)OCC23)ccc1O (stereo not given),11,0.7,6,-13,-5,-4,13,-3,2

Pulled by compound from the entries so far:
SMILES	NPY-Y2 PAM-ag	S1P4 agonist	CHOP inh	S1P4 antag	p47phox inh	BaF3 tox	NPY1 pot ag	Ba/F3 V617F tox	NPY-Y1 antag
Cc1cc(N/C=C/C(=O)c2cccc3ccccc23)no1	-5	0.2	17	-4	-12	2	-18	0	6
Cc1ccc(N2CN=c3s/c(=C\c4ccccn4)c(=O)n3C2)cc1	14	1.5	22	7	-13	5	-28	-2	3
Cc1ccc(N/C=C2/Sc3ccccc3NC2=O)cc1	9	0.1	-15	-17	-12	1	10	-1	-3
CCOC(=O)N/N=C/C(Cl)=C/c1ccccc1	-10	1.6	-25	-8	0	2	1	3	2
CN(C)S(=O)(=O)c1ccc(NC(=O)CSc2nnnn2C)cc1	-16	0.0	7	1	-9	-4	-6	4	·
COCC(=O)NNC(=O)Cc1ccc(Cl)cc1	10	-0.6	8	0	-11	4	18	-1	2
Cc1ccc(C[n+]2cc(-c3ccc(Cl)cc3)n3c2CCC3)cc1	1	1.1	-15	3	-5	72*	-15	76*	·

(next part)
SMILES	NPY-Y2 PAM-ag	S1P4 agonist	CHOP inh	S1P4 antag	p47phox inh	BaF3 tox	NPY1 pot ag	Ba/F3 V617F tox	NPY-Y1 antag
CCSc1nnc(Nc2ccccc2)s1	2	-1.3	-1	-8	-9	0	0	-5	-6
CC(C)Oc1cccc(C(=O)C2CCCN(Cc3cccn3-c3ccccn3)C2)c1 (stereo not given)	-22	0.6	16	-2	-5	-1	-58	1	49*
COC(=O)CSc1nc(C)cc(C(F)(F)F)c1C#N	-7	1.2	0	-5	-13	6	4	0	1
CSc1cccc(NC(=S)N2CCC(N(C)C3CCCCC3C)CC2)c1 (stereo not given)	-9	-0.4	-3	-11	-3	9	-8	2	0
CCCCN(C(=O)Cn1ncc(Cl)c(Cl)c1=O)c1c(N)n(CC(C)C)c(=O)[nH]c1=O	0	-0.1	18	2	-9	-3	5	-3	·
CC1CCN(c2ccc(C(=O)NCCc3ccccc3)cn2)CC1	9	0.2	44	-7	-5	1	9	-6	-4
N#CCCSCc1ccc(OCC(=O)O)cc1	-4	2.5	20	-10	-12	2	-37	-3	-7
COc1ccc2nc(C)cc(SCC(=O)OC(C)C)c2c1	-13	-2.8	12	1	-1	4	4	0	4
Cc1ccccc1C1NC(=S)NC2=C1C(=O)CCC2 (stereo not given)	5	0.4	9	-12	-14	4	0	-3	-4
O=C(O)C1CC(=O)n2c(nc3ccccc32)S1 (stereo not given)	-1	-1.4	8	-7	-5	3	-12	-2	4
CCCC(C)C(=O)Nc1cccc(NC(C)=O)c1 (stereo not given)	-3	0.1	33	6	-4	1	22	0	6

An unsorted share of the library; any-hit rate near 7.1%.
